GPR35 antagonists = GPR35 antagonists blocking zaprinast-driven arrestin recruitment, primary screen, imaging, U2OS, beta-arrestin-GFP, zaprinast agonist (AID 2058); hit rate 0.052% among 290,000; inhibition, % at 10 µM, or IC50 in µM where a hit was titrated; U2OS GPR35 beta-arrestin-GFP translocation imaging, zaprinast antagonism; higher % means a stronger effect;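 active = inhibition of at least 50% with at least 30 cells and total cytoplasm GFP at most 10,000,000; inconclusive = under 30 cells or total GFP of 10,000,000 plus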
HIV peptide binding = cell-free HIV fusion peptide-binding blockers – biochemical, uHTS, fluorescence dequenching, primary screen (AID 1986) | cell-free peptide binding, fluorescence dequenching, 30 min; higher % means a stronger effect | one-dose inhibition, % at 20 µM; IC50 in µM for titrated hits | hit rate 0.3% among 290,000; in the data active = inhibition mostly above about 52%, no sharp cut-off; inactive = mostly below about 76%; note: some results filed as inactive read as strong as hits
Large T inhibition = SV40 large T antigen inhibitors, biochemical (AID 1903). hit rate 0.39% among 310,000. inhibition, % at 20 µM; hits with a dose series show IC50 in µM. SV40 large T antigen ATPase/helicase inhibition assay; higher % means a stronger effect; in the data active = a potency from the dose series; inconclusive = inhibition mostly from about 32% at the one dose, without a potency; inactive = the rest, 99 in 100 with inhibition below about 32%; note: strong numbers were not always called active
PhoP inhibition = inhibitors of PhoP regulon expression, primary screen, Salmonella Typhimurium, GFP reporter (AID 1863). S. Typhimurium PhoP-regulated promoter GFP reporter, 4 h; higher % means a stronger effect. one-dose inhibition, % at 50 µM; IC50 in µM for titrated hits. hit rate 0.16% among 300,000;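 active = inhibition over 29.93%, a cutoff 3 SD above the screen mean, later confirmed by dose response; inconclusive = inhibition over 29.93% but no dose response follow-up; inactive = inhibition at most 29.93% or unconfirmed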;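 note: 0% = low Mg2+ inducing control and 100% = high Mg2+ repressing control; strong numbers were not always called active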
MgcRacGAP inhibition = MgcRacGAP GTPase-activating activity inhibitors, confirmation, biochemical, ADP Hunter fluorescence; AID 624330; hit rate 0.6% among 340,000; one-dose inhibition, % at 30 µM; IC50 in µM for titrated hits; MgcRacGAP-stimulated Rac1 GTP hydrolysis, ADP Hunter fluorescence; higher % means a stronger effect; GST-tagged Rac1 F28L mutant substrate;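 active = first-screen hits whose inhibition reached a set limit at any dose in the follow-up dose series; inconclusive = inhibition above the set first-screen limit but never retested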;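 note: fluorescence reports GDP produced by GAP-driven GTP hydrolysis; strong numbers were not always called active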
GPR55 antagonists = inhibition of LPI-stimulated GPR55 beta-arrestin translocation – imaging, U2OS, beta-arrestin-GFP, LPI agonist, primary screen (AID 2013); U2OS GPR55 beta-arrestin-GFP translocation imaging, LPI antagonism; higher % means a stronger effect; one-dose inhibition, % at 10 µM; IC50 in µM for titrated hits; hit rate 0.13% among 290,000;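 active = spots per cell inhibited over 60%, with over 100 cells counted and total cytoplasm intensity under 500,000; inconclusive = wells with under 100 cells, flagged as likely toxic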;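 note: U2OS cells stably carrying GPR55 and arrestin-GFP stimulated by 5 µM LPI near EC80; imaged beta-arrestin-GFP aggregate spots per cell after agonist stimulation; plate controls were LPI-stimulated DMSO wells for no effect and DMSO wells without LPI for full effect; some results filed as inactive read as strong as hits; confirmed hits need IC50 under 10 µM and bright autofluorescent wells are also inconclusive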
Dengue-2 NS5 capping = flavivirus cap methylation enzyme inhibition – biochemical, confirmation dose response, primary screen (AID 588689); Dengue-2 NS5 methyltransferase capping enzyme assay, biochemical; higher % means a stronger effect; one-dose inhibition, % at 25 µM; IC50 in µM for titrated hits; hit rate 0.3% among 340,000; in the data active = a potency from the dose series; inconclusive = inhibition above about 29% without an active follow-up result
K1F lysis inhibition = protection from phage-mediated lysis, alamar blue read-out – E. coli UTI89, K1F phage, bacterial capsule biogenesis inhibitors (AID 488966); hit rate 0.02% among 340,000; E. coli UTI89 K1F phage lysis, alamar blue, 2 h; higher % means a stronger effect; inhibition, % at 100 µM; hits with a dose series show IC50 in µM;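 active = phage lysis inhibition, versus mean bacterial control, above a set limit; inconclusive = no clear call, values can overlap the other calls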;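 note: capsule biogenesis inhibitors block K1F phage lysis so surviving cells raise fluorescence; higher fluorescence means more inhibition of phage lysis; actives were called in the ten point dose series up to 300 µM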
RSV CPE inhibition = RSV antiviral activity via CPE protection, HEp-2 cells, primary 10 µM value included (AID 2391) | CPE inhibition, % at 10 µM; hits with a dose series show IC50 in µM | hit rate 0.13% among 310,000 | HEp-2 cells, RSV-induced CPE inhibition; higher % means a stronger effect; in the data active = a potency from the dose series; inconclusive = CPE inhibition mostly from about 23% at the one dose, without a potency; inactive = the rest, 99 in 100 with CPE inhibition below about 21%; note: strong numbers were not always called active
* hit, by the source's call; ? = inconclusive; / = not tested or not shown; [ ] = another dose, or the depositor's remark.

Order of values – GPR35 antagonists, HIV peptide binding, Large T inhibition, PhoP inhibition, MgcRacGAP inhibition, GPR55 antagonists, Dengue-2 NS5 capping, K1F lysis inhibition, RSV CPE inhibition
N#Cc1c(-c2cccc(Cl)c2)[nH]c(=S)[nH]c1=O
    10.2%, 1.9%, 13.0%, -14.6%, 12.6%, 11.5%, -3.1%, 0.4%, 2.6%
C(=N\c1ncnc2sccc12)/NOCc1ccccc1
    -18.6%, 1.3%, -2.1%, 8.9%, 5.0%, -1.5%, -1.4%, 0.0%, 3.4%
CC(C)(NO)/C(=N/O)c1cccs1
    2.9%, -0.1%, 23.1%, -4.6%, 6.6%, -9.2%, -2.8%, 0.0%, 2.0%
C=CCn1c(NC(=O)c2ccccc2)nc2ccccc21
    4.3%, -1.6%, 0.1%, -8.9%, 10.7%, 12.4%, 2.3%, -0.1%, 0.8%
CCc1nnc(NC(=O)CSc2nnc(-c3ccccc3O)n2-c2ccc(C)cc2)s1
    11.1%, 2.3%, 1.3%, 4.8%, 7.8%, 2.8%, -6.5%, -0.1%, 0.1%
CC1CC(C)(C)NC(=S)N1CCC(=O)N1CCN(c2ccccc2)CC1 (configuration not stated)
    8.2%, -1.2%, 20.3%, -2.4%, 6.6%, 26.1%, -5.9%, 1.0%, 1.2%
CCN(CC)S(=O)(=O)c1ccc(N2CCCCC2)c(NC(=O)C2CCN(C(=O)c3ccc(F)cc3)CC2)c1
    /, /, 5.2%, -3.1%, 7.2%, /, -0.7%, -0.8%[50 µM], 4.7%
CCc1ccccc1NC(=O)C1(S(=O)(=O)c2ccc(C)cc2)CC1
    1.0%, -0.8%, 4.6%, 7.4%, 7.8%, 10.0%, 0.0%, 0.0%, 2.3%
CCCOc1ccc(C(=O)NCCC(=O)NCCCC(=O)OCC)cc1
    0.8%, -0.9%, 0.5%, -2.4%, 9.3%, 1.7%, -2.1%, 0.1%, -2.6%
C=CCOc1ccc(C2C(C#N)=C(N)N(Nc3ccccc3)C3=C2C(=O)CCC3)cc1OC (configuration not stated)
    -0.6%, 9.7%, -0.6%, -10.8%, 23.7%, 24.8%, 4.1%, -0.3%, -0.4%
Cc1onc(C(=O)Nc2sc3c(c2C(N)=O)CCCC3)c1[N+](=O)[O-]
    -10.2%, 0.4%, 21.7%, -9.4%, 31.0%, 7.0%, 9.4%, 0.0%, -2.6%
CN(CC(O)CN)CC(O)CN1CCCCC1 (configuration not stated)
    -8.3%, 1.7%, 15.4%, -11.2%, 0.7%, 10.1%, 2.1%, -0.3%, 3.0%
CCC(C)NC(=O)Cn1c(=O)n(-c2ccc(OC)cc2)c(=O)c2ccc(C(=O)NCc3ccc(C)cc3)cc21 (configuration not stated)
    -11.3%, -0.3%, 19.7%, -8.1%, 5.3%, -7.7%, 0.9%, 0.2%, 1.2%
COc1ccc(-n2nnc3c(=O)n(CC(=O)Nc4cc(C)on4)cnc32)cc1
    8.8%, -1.0%, 11.6%, -4.2%, 6.9%, -3.0%, -2.7%, 0.2%, 2.5%
COc1cccc(NC(=O)CN(C)C(=O)c2c(C)nn(CC(C)C)c2Cl)c1
    /, /, /, /, -0.2%, /, 0.4%, 0.0%[50 µM], 0.1%
CCOC(=O)c1ccc(NC(=O)Nn2cnnc2)cc1
    2.6%, 1.2%, 12.1%, -2.0%, 4.4%, 7.9%, -4.2%, 0.0%, 1.4%
COCCC(=O)N1CCC(Oc2ccc(C(=O)N(C)C(C)c3ccon3)cc2)CC1 (configuration not stated)
    3.3%, 2.4%, 7.4%, -2.2%, 7.2%, -1.7%, -13.8%, 0.2%, /
CCCCc1nnc(NC(=O)CCS(=O)(=O)c2ccc(Cl)cc2)s1
    /, /, /, /, -3.5%, /, 13.9%, 0.4%[50 µM], 3.7%
O=S(=O)(c1cccc(Br)c1)N1CCN(CCc2ccccc2)CC1
    15.6%, -1.4%, -13.1%, 4.5%, 3.3%, -3.5%, -6.5%, 0.1%, 5.8%
N#CCCn1c(SCC(=O)NCC2CCCO2)nc2ccccc21 (configuration not stated)
    -13.5%, -2.2%, 8.8%, -9.4%, -1.2%, 1.3%, -1.5%, 2.1%, 0.7%
O=C(NN=C1CCCC1)c1cccc(Br)c1
    5.8%, 0.1%, -4.4%, 8.5%, 5.0%, 5.1%, -2.7%, 0.1%, 0.9%
CCOC(=O)N1CCN(C(=O)CN(C)S(=O)(=O)c2ccc3c(c2)C(C)(C)C(=O)N3C)CC1
    3.8%, -1.4%, 8.4%, -0.3%, 11.0%, 2.1%, -2.4%, 0.6%, 0.5%
CCCn1ncc(CN2CCN(Cc3ccc(C)o3)C(CCO)C2)c1C (configuration not stated)
    -2.6%, -1.1%, 10.3%, -8.0%, -2.4%, -0.7%, -18.0%, 1.8%[50 µM], 1.4%
O=C(Nc1ccc(OC(F)(F)F)cc1)Oc1ccccc1N1CCOCC1
    4.1%, -0.3%, 13.5%, -1.3%, 11.1%, 2.2%, 0.0%, 1.7%, 3.6%
Cc1ccc(CNC(=O)C2CCN(S(=O)(=O)c3c(C)noc3/C=C/c3ccco3)CC2)cc1
    -0.5%, 0.6%, 18.5%, 0.7%, -2.6%, -5.3%, -4.9%, 0.5%, 0.0%
COc1ccc(CNS(=O)(=O)NCc2ccc(C)cc2)cc1OC
    -4.9%, -2.5%, 7.6%, 2.9%, 14.1%, -17.4%, -10.9%, 0.3%, 3.7%
CCCCNC(=O)N1CCN(c2ccnc3cc(Cl)ccc23)CC1
    -1.7%, -1.5%, 6.3%, -1.4%, 8.1%, -8.1%, -5.9%, 0.1%, 2.6%
COc1ccc(NC(=O)NNC(=O)c2cc3occc3n2C)c(OC)c1
    -11.1%, -2.5%, 2.8%, 3.0%, 11.8%, -4.4%, -4.9%, 0.0%, 7.8%
O=C(O)CC(NC(=S)NCc1ccccc1)C(=O)O (configuration not stated)
    1.2%, 3.5%, -1.9%, 31.3%, 5.9%, 3.8%, -6.4%, 0.8%, -3.5%
Cc1cccc(OCCCC(=O)NNC(=O)c2ccccn2)c1
    /, /, /, /, 7.8%, /, -4.3%, 2.0%, -1.6%
COCCn1c(C)cc(/C=C2/NC(=O)N(c3ccc(Cl)cc3)C2=O)c1C
    -7.5%, 4.1%, 1.6%, -2.5%, 6.6%, 2.8%, -5.9%, 1.6%[50 µM], 3.0%
COCCCNC(=O)CCn1nc(-c2ccc(Cl)cc2)ccc1=O
    3.0%, 1.1%, 5.8%, -1.6%, 7.1%, 15.1%, -4.5%, 0.3%, 1.5%
Cc1cc(C(=O)Nc2ccc(Br)cc2)cs1
    -4.8%, 0.4%, 3.5%, -3.5%, 4.6%, 10.3%, -3.9%, 3.4%[50 µM], ?
Cc1ccc(NC(=O)COc2nsnc2N2CCOCC2)cc1Cl
    6.7%, -0.7%, 4.3%, 8.1%, 10.5%, -2.9%, -1.6%, -0.1%, ?
O=C(CN1CCN(C(=O)C2CCCO2)CC1)Nc1ccc(Cl)c(Cl)c1 (configuration not stated)
    -12.8%, 1.1%, 20.5%, -2.9%, 3.6%, 11.2%, -4.8%, -0.2%, 2.3%
CC(=O)c1c(C)[nH]c(C(=O)CN2C(=O)NC(C)(C)C2=O)c1C
    /, /, 3.9%, 0.4%, 7.2%, /, 3.6%, 0.6%[50 µM], -0.7%
Cc1cc(C)cc(NC(=S)Nc2cccc3cnccc23)c1
    -4.0%, -0.4%, 16.7%, 5.7%, 9.0%, -1.8%, 22.1%, 1.4%, /
CCN(CC)S(=O)(=O)c1ccc(/C=C/C(=O)OCC(=O)Nc2cccc3ccccc23)cc1
    1.4%, -1.2%, -3.7%, -6.8%, -5.5%, -10.8%, /, -0.8%, 1.2%
O=C1CS/C(=N/N=C/c2ccccc2)N1c1ccc(O)cc1
    -4.6%, 0.0%, 3.0%, -3.8%, 8.2%, -11.5%, -7.4%, 0.7%, 2.4%
CCN1CCN(CCCN(Cc2ccco2)C(=S)Nc2cccc(Cl)c2C)CC1
    -15.8%, -0.7%, 4.8%, 3.4%, -2.3%, 10.0%, 5.3%, 0.2%, -1.9%
Nc1ccc2c(c1)-c1ccccc1S(=O)(=O)N2
    -1.9%, -0.4%, 3.99µM*, -0.8%, ?, 5.3%, 22.2%, 0.2%, 0.8%
C=CCSC1=N/C(=C\c2ccc(C)o2)C(=O)S1
    -6.0%, -1.0%, 45.7%, 3.4%, 17.1%, 2.5%, 20.4%, 1.0%, 0.6%
CCOC(=O)C1=C(C)NC(=O)NC1c1cn(-c2ccccc2)nc1-c1cccs1 (configuration not stated)
    -13.8%, -3.4%, 17.5%, -0.7%, 6.0%, 7.4%, -5.5%, 0.1%, 12.1%
NS(=O)(=O)c1ccc(CCNC(=O)CNC(=O)c2ccccc2Br)cc1
    -5.0%, 0.7%, 11.1%, 1.5%, 6.0%, 1.0%, -3.3%, 0.0%, 0.9%
Cc1ccc(C)c(OCCCCCn2ccnc2)c1
    6.8%, 0.0%, 4.5%, 2.4%, 4.3%, -6.1%, 0.0%, ?, 20.1%
Cc1ccc(-c2cc(C(=O)NCc3cnn(C)c3C)c3cc(Br)ccc3n2)cc1
    -3.0%, -1.3%, 6.7%, 0.1%, 7.6%, 13.3%, -7.2%, 0.7%, 6.7%
CCOC(=O)C(C(=O)NCc1ccc(F)cc1)c1ncc(C(F)(F)F)cc1Cl (configuration not stated)
    -3.6%, -1.6%, 3.1%, -1.0%, 10.9%, -8.4%, -2.7%, 0.4%, 2.6%
COc1cc(C2CC(=O)Oc3c2c(=O)n(C)c2ccccc32)ccc1O (configuration not stated)
    5.1%, 12.6%, 18.2%, -21.4%, /, 4.0%, /, /, -0.8%
O=C(CCNC(=O)c1ccccc1Cl)Nc1nc(-c2ccc(F)cc2)cs1
    -1.6%, 0.8%, 11.3%, 5.5%, 5.6%, -5.7%, -2.9%, -0.9%, 8.1%
Cc1ccc(Cl)c(OCC(O)CN(CCO)CCO)c1 (configuration not stated)
    0.3%, -2.3%, 5.3%, 14.3%, 2.5%, 5.8%, -3.2%, -1.2%, 1.1%
CC(Oc1ccc(F)cc1)C(=O)Oc1ccc(N(C)S(=O)(=O)c2ccccc2)cc1 (configuration not stated)
    /, /, 9.9%, 0.7%, 17.6%, /, -3.6%, 0.1%[50 µM], -1.6%
COc1cccc(OC)c1C(=O)Nn1c(C2CCC2)nc2ccccc2c1=O
    12.6%, -2.3%, 3.1%, 7.2%, 1.2%, 0.4%, -6.2%, 2.6%, -1.0%
CSCc1c(C(=O)N2CCCc3ccccc32)oc2ccccc12
    /, /, /, /, 8.6%, /, -3.9%, 0.2%[50 µM], 3.0%

Compound activity as filed in PubChem.
